Bioassay records as filed in PubChem.
H1N1 NS1A inhibition: NS1A inhibition, H1N1 influenza, cell based functional assay (AID 504329); NS1A functional cell-based assay, percent inhibition; higher % means a stronger effect; one-dose inhibition, % at 12.5 µM; IC50 in µM for titrated hits; actives 0.3% (n = 340,000); in the data active = a potency from the dose series; inconclusive = inhibition above about 27% without an active follow-up result; note: strong numbers were not always called active
Salmonella PhoP GFP: PhoP regulon inhibitors, Salmonella typhi PhoP promoter GFP reporter, confirmatory (AID 1850); Salmonella Typhi PhoP-promoter GFP reporter, fluorescence, 4 h; higher % means a stronger effect; inhibition, % at 50 µM, or IC50 in µM where a hit was titrated; actives 0.33% (n = 310,000); in the data active = a potency from the dose series; inconclusive = inhibition mostly from about 25% at the one dose, without a potency; inactive = the rest, 99 in 100 with inhibition below about 19%;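 note: 0% = induced wells with vehicle and 100% = uninduced wells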
M. tuberculosis: growth inhibition of non-replicating M. tuberculosis (AID 488890). Mycobacterium tuberculosis non-replicating, growth inhibition; higher % means a stronger effect. inhibition, % at 25 µM, or IC50 in µM where a hit was titrated. actives 0.39% (n = 320,000); in the data active = a potency from the dose series; inconclusive = inhibition mostly from about 82% at the one dose, without a potency; inactive = the rest, 99 in 100 with inhibition below about 76%;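 note: plate controls were DMSO cells for no effect and high antibiotic wells for full effect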
inhibitors of VEEV: inhibitors of VEEV TC-83 cytopathic effect, confirmation, Vero cells (AID 588727) | actives 0.13% (n = 350,000) | inhibition, % at 20 µM; hits with a dose series show IC50 in µM | Vero cells, VEEV TC-83 cytopathic effect inhibition; higher % means a stronger effect; in the data active = a potency from the dose series; inconclusive = inhibition mostly from about 14% at the one dose, without a potency; inactive = the rest, 99 in 100 with inhibition below about 12%; note: strong numbers were not always called active
M. tuberculosis HTS: M. tuberculosis growth inhibition, HTS (AID 449762). actives 0.59% (n = 330,000). M. tuberculosis H37Rv growth inhibition, 7H9 media; higher % means a stronger effect. inhibition, % at 25 µM; hits with a dose series show IC50 in µM; in the data active = a potency from the dose series; inconclusive = inhibition above about 70% without an active follow-up result;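 note: bacterial growth assessed after seven days of incubation; strong numbers were not always called active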
inhibitors of VEEV 10K pilot screen: further read-out of inhibitors of VEEV, marked with its call; inhibition, %; measured here: 10K pilot screen inhibition
Active calls of the source: *; i = inactive; ? = inconclusive; / = not tested or not shown.

SMILES | H1N1 NS1A inhibition | Salmonella PhoP GFP | M. tuberculosis | inhibitors of VEEV | M. tuberculosis HTS | others
COc1ccc(CC(=O)N(Cc2ccccc2)c2ccc(C)cc2)cc1OC | -12% | -10% | 19% | 2.9% | 4%
O=C(CCCn1cc([N+](=O)[O-])cn1)Nc1ccc2c(c1)OCO2 | 10% | 9% | 60% | 2.7% | ?
CC(C)=C1C2CCC1C1C(=O)N(NC(=O)COc3ccc(C(C)(C)C)cc3)C(=O)C21 (stereo not given) | 5% | 1% | 20% | 0.3% | 0%
CC(C)(CN1CCc2ccccc2C1)NS(=O)(=O)c1ccc(Cl)cc1 | -3% | 1% | 15% | 0.1% | 11%
CCCCNC(=O)Cn1nc([N+](=O)[O-])c([N+](=O)[O-])c1C | -5% | -5% | 20% | i | 3%
COc1ccc(CCNC(=O)COC(=O)C23CC4CC(CC(Br)(C4)C2)C3)cc1 | 1% | -1% | 18% | 1.2% | -6%
Cc1cc(C)n(C(C)CC(=O)Nc2ccc3c(c2)OCCO3)n1 (stereo not given) | -5% | -28% | 3% | 2.2% | 5%
O=C(Cn1c2[n+](c3ccc(C(F)(F)F)cc31)CCCCC2)Nc1ccc(Br)cc1 | 3% | -9% | ? | i | 11%
O=C(CN1CCN(Cc2ccc(Cl)cc2)CC1)N/N=C/c1cccc(F)c1 | / | 1% | 17% | 1.0% | -4%
COCc1nnc(NC(=O)C2CC(=O)N(CCc3ccc(F)cc3)C2)s1 (stereo not given) | 0% | -1% | -9% | i | 5%
O=c1[nH]c(NC2CCN(S(=O)(=O)c3ccccc3C(F)(F)F)CC2)nc2c1CCCC2 | 0% | / | / | i | /
CCN1CCN(c2oc(COc3ccc(Cl)cc3)nc2C#N)CC1 | 6% | 22% | 4% | 0.1% | 8%
c1ccc(-n2cccc2)c(N2CCCCC2)c1 | / | 7% | 23% | i | -6%
O=C(NCCS(=O)(=O)N1CCN(c2ccccc2)CC1)C1CCCC1 | 0% | 5% | -6% | 0.1% | -14%
O=C(COC(=O)C1CC2CCCC(C1)C2=O)NC(=O)c1ccccc1 (stereo not given) | -13% | / | 3% | 2.0% | -3%
N/C(=N\OC(=O)c1cccc(Cl)c1)c1cccnc1 | 0% | 0% | 18% | 4.1% | 3%
Cn1cnc([N+](=O)[O-])c1C(=O)Nc1cccc([N+](=O)[O-])c1 | -5% | 12% | -15% | 1.3% | -4%
O=C1C2CCCN2C(c2cccc(Br)c2)N1c1ccc(F)cc1 (stereo not given) | -2% | -13% | 36% | 0.7% | -2%
O=C(COc1ccccc1Cl)NNC(=O)c1ccc(-n2cncn2)c([N+](=O)[O-])c1 | -8% | / | -6% | 3.7% | -8%
COc1ccc(C(=O)Oc2cccc3cccnc23)cc1S(=O)(=O)N1CCOCC1 | 0% | 8% | 1.2µM* | 2.5% | ?

As a short view, some entries already given:
SMILES | H1N1 NS1A inhibition | Salmonella PhoP GFP | M. tuberculosis | inhibitors of VEEV | M. tuberculosis HTS | others
Cn1cnc([N+](=O)[O-])c1C(=O)Nc1cccc([N+](=O)[O-])c1 | -5% | 12% | -15% | 1.3% | -4%
O=C1C2CCCN2C(c2cccc(Br)c2)N1c1ccc(F)cc1 (stereo not given) | -2% | -13% | 36% | 0.7% | -2%
O=C(COc1ccccc1Cl)NNC(=O)c1ccc(-n2cncn2)c([N+](=O)[O-])c1 | -8% | / | -6% | 3.7% | -8%
COc1ccc(C(=O)Oc2cccc3cccnc23)cc1S(=O)(=O)N1CCOCC1 | 0% | 8% | 1.2µM* | 2.5% | ?

More results follow.
SMILES | H1N1 NS1A inhibition | Salmonella PhoP GFP | M. tuberculosis | inhibitors of VEEV | M. tuberculosis HTS | others
CS(=O)(=O)c1ccc2nc(NC(=O)CCNC(=O)c3ccccc3Cl)sc2c1 | 3% | / | -10% | 0.2% | 2%
CCn1c(C)c(C(=O)Nc2ccc(OC)cc2)c2cc(OC)ccc21 | -18% | -5% | 9% | 3.0% | 2%
C=CCn1c(SCC(=O)NNC(=O)Nc2ccc(C)cc2)nnc1-c1ccccc1 | -18% | 3% | -7% | 1.0% | -4%
CCC(=O)Nc1ccc(Cl)c(NC(=O)c2ccc([N+](=O)[O-])cc2)c1 | 6% | 2% | 1% | 0.5% | 7%
Cc1ccc(S(=O)(=O)N2[C@@H](c3ccc(F)cc3)C(C(=O)O)=CC[C@H]2c2ccc3c(c2)OCO3)cc1 | -6% | 9% | 6% | i | -4%
Cc1ccc(/C=N/Nc2nc3ccccc3[nH]2)s1 | 12% | -2% | 33% | i | 4%
CC(C)CCNC(=O)c1nn(Cc2ccccc2)c(=O)c2ccccc12 | 8% | 5% | -5% | 0.4% | -8%
COc1ccc(NC(=O)C2CCCN(S(=O)(=O)c3ccc4c(c3)CCCN4C(C)=O)C2)cc1 (stereo not given) | 14% | -14% | 5% | i | -1%
Cc1cccc(NC(NC(=O)Cc2ccccc2)C(Cl)(Cl)Cl)c1 (stereo not given) | -2% | -1% | -11% | i | 17%
CC(=O)Nn1cnc2c(c1=O)C1(CCCC1)Cc1ccccc1-2 | -5% | -8% | -15% | 1.5% | -6%
CCOC(=O)c1c(N)sc2c1CCSC2 | 3% | 9% | 4% | 5.4% | 2%
O=C1N(Cc2cccnc2)C[C@@H]2C[C@@H](c3ccc4nonc4c3)N3CCC[C@@]123 | 2% | 2% | -4% | 0.2% | 3%
COc1ccc(/C=N/NC(=O)Nc2nonc2N)cc1 | 2% | -20% | 9% | 1.1% | 5%
COc1ccc(NC(=S)NC(NC(=O)c2ccc(Cl)cc2Cl)C(Cl)(Cl)Cl)c([N+](=O)[O-])c1 (stereo not given) | 6% | -8% | ? | i | 4%
CC(=O)Nc1ccc(S(=O)(=O)Nc2ccc(S(=O)(=O)Nc3nc(C)cc(C)n3)cc2)cc1 | 3% | 7% | -4% | i | 10%
Fc1ccc(/C=N/N2CCN(Cc3ccccc3)CC2)cc1 | -2% | 1% | 26% | 2.7% | -2%
COc1ccc(NC(=O)CSc2nnc3n2CCCCC3)cc1S(=O)(=O)N1CCOCC1 | -14% | / | 0% | 0.2% | 0%
Nc1ccc2c(c1)C(=O)c1cc(N)c(Cl)cc1-2 | -3% | / | / | 1.4% | /
COc1ccc(C(C(=O)NC2CCCC2)N(C(=O)c2snc(C(N)=O)c2N)C2CCCC2)cc1OC (stereo not given) | 4% | 3% | 28% | i | 3%
C=CCN1C(=O)c2ccc(C(=O)N(C)CC(=O)Nc3c(C)cccc3C)cc2C1=O | -6% | 4% | 1% | 3.4% | 7%
O=C(Nc1nnc(-c2ccccc2Cl)s1)C1CCN(S(=O)(=O)c2ccc(Cl)cc2)CC1 | -4% | -9% | -18% | 0.6% | -5%
CC(O)(CS(=O)(=O)c1ccc(Br)cc1)c1ccccc1 (stereo not given) | -19% | -3% | 1% | 0.1% | 3%
CN(CC(=O)Nc1ccc(F)c(F)c1F)C(=O)c1ccc2c(c1)OCCO2 | -1% | -6% | -1% | 3.6% | 1%
C=CCN1CCCC1CNC(=O)c1cc2[nH]nnc2cc1OC (stereo not given) | 0% | -8% | -14% | 1.2% | -10%
O=C1NC(=O)C(=Cc2cc3c(cc2[N+](=O)[O-])OCO3)C(=O)N1 | -1% | -6% | 23% | i | 1%
Cn1c(=O)c(=O)n(C)c2cc(S(=O)(=O)N3CCN(Cc4ccccc4)CC3)ccc21 | -1% | 8% | / | i | 2%
Cc1ccc(SCC(=O)OC(C)C(=O)NCc2ccccc2)cc1 (stereo not given) | -6% | -9% | 65% | 0.6% | 34%
CCN(CC)S(=O)(=O)c1ccc(C(=O)Nc2nnc(CSC)o2)cc1 | -7% | -7% | 16% | 0.6% | 3%
O=C(Nc1ccccc1)C(c1ccccc1)C1CCCC1 (stereo not given) | 8% | / | / | i | /
COc1cccc(NC(=O)CCNS(=O)(=O)c2ccc3c(c2)oc(=O)n3C)c1 | 9% | -4% | 0% | 1.5% | 3%
O=C1CN(C(=O)CNC(=O)c2cccc(Cl)c2)c2ccccc2N1 | -6% | 4% | -5% | 1.4% | -5%
Cc1noc(C)c1CSCC(=O)Nc1nc2ccccc2s1 | -16% | 0% | 17% | 9.3% | -15%
Cc1ccc(C(=O)O/N=C(\N)c2ccccn2)cc1Cl | 8% | -4% | 52% | i | 6%
COc1ccc(CNC(=O)CN2C(=O)C(c3ccccc3)Oc3cccnc32)cc1 (stereo not given) | 9% | -5% | -8% | 0.9% | -6% | inhibitors of VEEV 10K pilot screen=0.6
CCCCOc1ccc(S(=O)(=O)n2c(C)nc3ccccc32)cc1 | -5% | 6% | 12% | i | -6%
COC(C[C@H](O)CC(=O)COCc1ccccc1)OC | -3% | / | / | i | /
Cc1ccc(-c2ncns2)cc1 | -19% | 8% | -7% | 1.5% | 1%
O=C(CSc1nnc(Cc2ccccc2)o1)c1ccccc1 | 1% | 14% | ? | i | 15%
Cc1ccc(-c2noc(CCCC(=O)NCC3CCCO3)n2)cc1 (stereo not given) | 2% | 1% | 22% | 1.2% | 1%
CCOC(=O)Cc1ccc(NC(=O)c2ccc([N+](=O)[O-])cc2)cc1 | -5% | -3% | 39% | i | 52%
O=C1c2sc3nc4ccccc4n3c2C(=O)N1c1ccccc1Cl | 9% | -9% | 79% | 13% | 0%
Cc1ccc(OCC(=O)NCc2ccccn2)cc1 | -12% | 1% | 2% | 0.8% | -6%
CC(=O)Nc1cc(N2C(=O)CCC2=O)ccc1Cl | -1% | -7% | 9% | 0.3% | 6%
CCC(C(=O)N(C(C)C)C(C)C)c1ccccc1 (stereo not given) | 7% | / | 0% | i | 1%
O=C1CSc2ccc(S(=O)(=O)NCc3ccc(Cl)cc3)cc2N1 | -7% | 7% | -5% | 3.8% | -2%
COc1ccc2nc(NC(=O)CSc3nc4ccccc4o3)sc2c1 | -5% | 15% | -5% | 0.3% | 32% | inhibitors of VEEV 10K pilot screen=0.6
CCOC(=O)c1ccc(Oc2nc(NC)nc(SC)n2)cc1 | 2% | -10% | 37% | i | 5%
CC(C)N1C(=O)CCC1C(=O)NCCc1ccc(Cl)cc1 (stereo not given) | 3% | -5% | / | 0.8% | -3%

Gathered by group: those above with bromine (four)
SMILES | H1N1 NS1A inhibition | Salmonella PhoP GFP | M. tuberculosis | inhibitors of VEEV | M. tuberculosis HTS | others
COc1ccc(CCNC(=O)COC(=O)C23CC4CC(CC(Br)(C4)C2)C3)cc1 | 1% | -1% | 18% | 1.2% | -6%
O=C(Cn1c2[n+](c3ccc(C(F)(F)F)cc31)CCCCC2)Nc1ccc(Br)cc1 | 3% | -9% | ? | i | 11%
O=C1C2CCCN2C(c2cccc(Br)c2)N1c1ccc(F)cc1 (stereo not given) | -2% | -13% | 36% | 0.7% | -2%
CC(O)(CS(=O)(=O)c1ccc(Br)cc1)c1ccccc1 (stereo not given) | -19% | -3% | 1% | 0.1% | 3%
